Screening results as filed in PubChem BioAssay.
MC4R antag cAMP – antagonists of human melanocortin 4 receptor (MC4R). P32245. inhibition, % at 6.5 µM. hit rate 0.48% among 360,000. AID 540295. MC4R-expressing cells, MTII-stimulated cAMP, LANCE TR-FRET;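 active = inhibition above its plate's cutoff, the mean of tested wells on that plate plus 3 SD, cut at about 29% in these data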;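 also: 0% = Melanotan II alone and 100% = Melanotan II plus saturating MCL0020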
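System: U2OS cells stably expressing human melanocortin 4 receptor (MC4R). Reagent: Melanotan II challenge after compound preincubation. Doses: 6.5 µM. Times: 30-min compound, 1-h challenge, 1-h detection, room temperature. Measured by: TR-FRET with Eu-cAMP and labeled anti-cAMP, 671 nm. Replicates: singlicate.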
Exocytosis inh – lytic granule exocytosis inhibition; hit rate 0.66% among 360,000; inhibition, % at 10 µM; AID 651702; TALL-104 LAMP-1 surface exposure, flow cytometry; cells stimulated with thapsigargin and PMA;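 active = inhibition above about 55%, limit read from the data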
ABCB6 inh 2 – human ABCB6 transporter inhibition; AID 602162; hit rate 0.19% among 360,000; Q9NP58; K562-ABCB6 porphyrin accumulation, flow cytometry, 1 h; hits give low values; fluorescence ratio to DMSO, % at 10 µM;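 active = fluorescence ratio to DMSO below 75%, the collection mean minus 3 SD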;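 also: signal is porphyrin accumulated inside mitochondria; 100% equals median channel fluorescence of DMSO control wells; lower ratio means ABCB6 inhibition with less porphyrin fluorescence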
aDG glyco act – alpha-DG glycosylation activation; Pro5-aDG cells, alpha-DG glycosylation AlphaScreen (IIH6); 0% Pro5, 100% B10-LARGE cell signal; activation, % at 10 µM; hit rate 0.22% among 360,000; AID 624168;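 active = activation of at least 8% versus controls, or a plate z-score of at least 8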;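 also: Pro5 are CHO cells carrying HIG-tagged alpha-DG that lacks glycosylation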
Cardio protect – modulators protecting cardiomyocytes from myocardial damage. H9c2 cardiomyocytes, H2O2 injury protection, ATPLite, 2 h. protection from H2O2 cell death, % at 20 µM. hit rate 0.63% among 360,000. AID 588492;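 active = compounds giving at least 50% protection of heart cells from peroxide-induced death in the single-dose screen, raw or plate-pattern-corrected value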;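 also: 0% = DMSO wells with peroxide and 100% = DMSO wells without peroxide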
ABHD5-PLIN5 inh – blocks binding of human ABHD5 to perilipin-5; Q00G26+Q8WTS1; Split G. princeps luciferase complementation, luminescence, 4 h; inhibition, % at 4 µM; hit rate 0.78% among 360,000;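 active = inhibition above the mean inhibition across every tested compound plus 3 SD, cut at about 22% in these data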;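 also: 0% = DMSO only wells and the 100% control is not disclosed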
Target sequence (Q00G26 whole entry, looked up): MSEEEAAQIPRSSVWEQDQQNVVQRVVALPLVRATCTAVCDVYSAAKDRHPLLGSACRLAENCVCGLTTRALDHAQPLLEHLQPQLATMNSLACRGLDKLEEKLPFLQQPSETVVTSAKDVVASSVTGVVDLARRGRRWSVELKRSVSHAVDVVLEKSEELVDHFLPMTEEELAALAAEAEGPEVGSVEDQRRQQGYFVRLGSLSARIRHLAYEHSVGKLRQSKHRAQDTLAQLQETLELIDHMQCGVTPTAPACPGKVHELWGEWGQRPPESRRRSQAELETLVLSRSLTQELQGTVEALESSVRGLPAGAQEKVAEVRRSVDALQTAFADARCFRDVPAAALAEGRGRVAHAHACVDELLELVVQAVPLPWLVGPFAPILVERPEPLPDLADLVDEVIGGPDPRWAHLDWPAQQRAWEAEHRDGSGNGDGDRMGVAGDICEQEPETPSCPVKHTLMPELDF
Target sequence (Q8WTS1 whole entry, looked up): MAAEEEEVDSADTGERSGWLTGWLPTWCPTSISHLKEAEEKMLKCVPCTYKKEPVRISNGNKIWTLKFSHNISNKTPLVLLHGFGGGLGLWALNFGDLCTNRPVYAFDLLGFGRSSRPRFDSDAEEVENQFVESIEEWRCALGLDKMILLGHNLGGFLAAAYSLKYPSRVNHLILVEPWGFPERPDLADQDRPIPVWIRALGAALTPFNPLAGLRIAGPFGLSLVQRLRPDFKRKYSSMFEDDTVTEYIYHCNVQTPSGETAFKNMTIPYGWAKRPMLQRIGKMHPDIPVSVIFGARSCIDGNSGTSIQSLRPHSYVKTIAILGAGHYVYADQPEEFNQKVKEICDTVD
MC4R barr agon – human MC4R agonism via beta-arrestin | U2OS MC4R beta-arrestin complementation, luminescence; percent of melanotan II response, DMSO zero | activation, % at 8.9 µM | hit rate 0.98% among 360,000;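 active = activation above a per-plate cutoff, the mean activation of sample wells on that plate plus 3 SD, cut at about 8% in these data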
HTR2A ag – agonists of mouse serotonin 5-HT2A receptor (HTR2A); CHO-K1 mHTR2A beta-arrestin complementation, luminescence; percent of 30 µM serotonin response; activation, % at 7.6 µM; hit rate 0.66% among 360,000; AID 624169;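 active = activation above a run cutoff, the mean activation of all tested compounds plus 3 SD, cut at about 14% in these data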;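 also: 0% = plate median of compound wells and 100% = 30 µM serotonin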
Glyco luc inh – blocks N-linked glycosylation in D54 reporter cells; reporter increase, % at 12.5 µM; hit rate 0.23% among 360,000; D54 ERlucT glycosylation luciferase reporter, 24 h; percent of 100 nM tunicamycin response;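 active = mean luciferase reporter signal, scaled so untreated is 0 and the glycosylation-blocking control 100, at or above a set limit in every replicate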;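 also: luciferase carries N-glycosylation sites so blocking glycosylation raises the light; 0% = median of neutral control wells and 100% = median of 100 nM tunicamycin wells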
hiPSC survival – enhancers of human iPSC single-cell survival; hiPSC single-cell survival, ATPlite luminescence; 100% = ROCK inhibitor wells, 0% = DMSO; hit rate 0.044% among 360,000; AID 602274; survival enhancement, % at 20 µM; in the data active = survival enhancement above about 18%;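 also: cells exposed to compounds for 16 hours before the ATP read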
* hit, by the source's call; / = no result given.

SMILES | MC4R antag cAMP | Exocytosis inh | ABCB6 inh 2 | aDG glyco act | Cardio protect | ABHD5-PLIN5 inh | MC4R barr agon | HTR2A ag | Glyco luc inh | hiPSC survival
O=C(Nc1cccc2ccccc12)NC1CC1 | -1 | 10 | 94 | 0.1 | -1 | 7 | -0.3 | 2 | -1 | -1.5
O=C(NC1CCCCCC1)c1ccc(CS(=O)(=O)Cc2ccccc2F)o1 | 3 | 5 | 100 | 0.2 | -3 | 2 | -3.4 | 0 | -3 | 1.0
COc1ccc(-c2nc3c(c(=O)n(C)c(=O)n3C)n2CC2CC(c3ccccc3)=NO2)cc1OC (stereo not drawn) | 3 | 19 | 98 | -0.5 | 43 | 8 | 2.5 | 2 | 0 | 7.8
CCOc1ccc(C(=O)CCC(=O)NNC(=O)c2ccccc2O)cc1 | 6 | 6 | 91 | -0.2 | 29 | 10 | 1.3 | 0 | 1 | -0.4
Cc1ccc2nc(-c3ccsc3)c(NC3CCCC3)n2c1 | 1 | 3 | 91 | 1.2 | -10 | 0 | 6.1 | -6 | 1 | -0.1
Cc1cc(C(=O)NNC(=O)c2ccc(NC(=O)CC#N)cc2)c(C)o1 | 12 | -3 | 97 | 0.1 | 4 | 1 | 1.6 | -1 | 0 | 0.3
CCCc1nnc(NC(=O)CCC(=O)N2CCN(S(=O)(=O)c3ccc(F)cc3)CC2)s1 | 7 | -4 | 102 | 0.1 | 2 | -4 | -2.4 | 7 | 1 | -0.5
O=C1NC(c2ccccc2)CCO1 (stereo not drawn) | 7 | -6 | 98 | -0.2 | 0 | 9 | -0.1 | 2 | 0 | -1.1
COc1ccc(OC)c(-c2cc(C3CCN(c4cc(Cl)nc(N)n4)CC3)[nH]n2)c1 | 7 | 4 | 98 | 4.4 | 1 | -2 | -0.5 | 7 | -11 | 0.2
NS(=O)(=O)c1ccc(CCNc2nn3c(-c4ccc(F)c(Cl)c4)cnc3s2)cc1 | 19 | 10 | 100 | 1.9 | -11 | 13 | 4.7 | 1 | -8 | -2.2
Cc1ccc(OCC(=O)N/N=C\c2ccc(C)o2)c([N+](=O)[O-])c1 | 13 | 3 | 442 | -0.2 | -5 | 2 | 0.1 | 5 | 1 | 4.7
CN(C(=O)CSc1nnc(-c2c[nH]c3ccccc23)o1)C1CCS(=O)(=O)C1 (stereo not drawn) | 2 | -3 | 103 | -0.1 | 5 | 4 | 1.0 | 0 | 2 | 1.8
C=CCNc1nc(Nc2cc(Cl)ccc2OC)nc(OC)n1 | 3 | -5 | 97 | 0.1 | -4 | 6 | 0.3 | 6 | 0 | -0.1
CCC(=O)N1CCNC(=O)C1CC(=O)Nc1ccc(C)c(Cl)c1 (stereo not drawn) | 6 | 1 | 95 | 0.0 | 3 | 3 | -1.1 | 2 | 0 | -1.6
O=C(c1cccc(Oc2c(Cl)cccc2[N+](=O)[O-])c1)N1CCCCC1 | 4 | 0 | 92 | 0.0 | -8 | 5 | 0.7 | -7 | -2 | -0.6
Cc1ccc(N=C(N)N=C(N)N)c(C)c1 | -1 | -1 | 101 | 0.2 | -4 | -10 | 1.0 | -5 | -1 | 0.6
Cc1cc(C)cc(COn2ccnc2)c1 | -8 | -1 | 103 | -0.1 | 14 | -4 | 0.3 | -1 | 1 | 12
CSc1cccc(NC(=S)N2CCC(N(C)C(C)C)CC2)c1 | -3 | 0 | 93 | -0.1 | -2 | -2 | -2.6 | 3 | 3 | -0.5
Cc1ccccc1C1NC(c2ccccc2C)C([N+](=O)[O-])C(C)(C)C1[N+](=O)[O-] (stereo not drawn) | 0 | 7 | 89 | 0.8 | -9 | 5 | 2.2 | 4 | -7 | -0.2
CC(Sc1nncn1C)C(=O)Nc1ccc(N2CCCCC2)cc1 (stereo not drawn) | 3 | 6 | 102 | -0.2 | 23 | 10 | -0.9 | 3 | -2 | -0.1
COCCNC(=O)Nc1ccc2nc(C)sc2c1 | 0 | 0 | 92 | -0.1 | 2 | -6 | -2.6 | 1 | -1 | -0.8
CC(=O)Nc1ccc(S(=O)(=O)NC2CCCCCC2)cc1 | -3 | -20 | 82 | 0.2 | -4 | -3 | -2.5 | 1 | -5 | 0.8
OC(COc1ccc2c(c1)OCO2)CN1CCCCC1 (stereo not drawn) | 10 | 0 | 97 | -0.2 | -4 | 3 | 1.6 | 2 | 0 | 0.3
CCOc1ccccc1CNC(=O)CCc1cn(C)c2ccccc12 | 1 | 11 | 98 | 2.3 | -2 | -3 | -0.3 | -2 | 0 | -0.3
Cc1ccc(S(=O)(=O)Nn2c(C)ccc2C)cc1 | 4 | 0 | 97 | -0.2 | 6 | 4 | -2.0 | 3 | 2 | -1.1
More entries:
SMILES | MC4R antag cAMP | Exocytosis inh | ABCB6 inh 2 | aDG glyco act | Cardio protect | ABHD5-PLIN5 inh | MC4R barr agon | HTR2A ag | Glyco luc inh | hiPSC survival
CCCCN(C(=O)c1ccco1)c1c(N)n(CCC)c(=O)[nH]c1=O | 3 | 6 | 93 | -0.3 | 0 | -6 | -0.7 | 4 | 1 | -3.2
Cc1ccc(S(=O)(=O)Cc2ccc(C(=O)NCc3cccs3)o2)cc1 | -3 | -3 | 97 | -0.4 | 8 | -1 | -1.6 | -1 | -1 | -2.1
CCOc1ccccc1NC(=O)CN1C(=O)COc2ccc(Cl)cc21 | -2 | 5 | 99 | 0.0 | -8 | 2 | 0.5 | 3 | -7 | 0.2
Cc1c(N(C(=O)Nc2ccccc2)C2=NCC(C)S2)c(=O)n(-c2ccccc2)n1C (stereo not drawn) | 4 | 2 | 98 | -0.1 | 3 | 1 | -1.1 | -1 | 0 | -1.6
S=c1[nH]nc(-c2cccs2)n1/N=C/c1cn(-c2ccccc2)nc1-c1ccc(Cl)cc1 | 8 | -16 | 98 | -0.1 | -4 | -2 | -0.9 | 7 | 3 | 0.5
CC(=O)c1c(N2CCOCC2)nc2ccc(Cl)cc2c1-c1ccccc1 | 13 | -9 | 99 | 0.1 | -3 | -6 | -1.4 | -2 | -1 | -0.5
Cc1nc2sc(C(c3ccc(Cl)cc3)N3CCN(C(=O)c4ccco4)CC3)c(O)n2n1 (stereo not drawn) | -2 | 1 | 84 | 0.1 | 11 | 0 | -0.5 | -2 | -2 | -1.0
COc1ccc2c(c1)CCCC2NS(=O)(=O)OCC(Cl)(Cl)Cl (stereo not drawn) | 9 | 0 | 97 | -0.3 | -13 | -5 | 10* | 1 | 0 | 0.2
O=C(Cc1ccccc1)NCc1n[nH]c(=S)n1-c1ccc(Br)cc1 | 20 | 8 | 98 | 0.4 | 0 | -7 | 0.5 | -2 | -1 | 2.4
OCC[C@@H]1C[C@H](O)[C@@H](O)[C@@]2(OCCCc3ccccc32)O1 | -2 | 27 | 94 | 0.4 | 2 | -1 | -1.9 | 8 | 2 | -0.8
CCOc1ccc([C@@H]2CC=C(C(=O)O)CN2S(=O)(=O)c2ccc(C)cc2)cc1 | 12 | -4 | 105 | -0.2 | -1 | -11 | 0.1 | 0 | 4 | 2.1
COCCc1ccc(OC2(C)CCN(Cc3cccc(OC)c3OC)C2)cc1 (stereo not drawn) | 3 | -4 | 99 | 0.0 | 1 | 0 | -0.3 | -10 | 2 | -0.8
COc1ccc(-c2csc(CCn3nc(C)cc3C)n2)cc1 | -6 | 0 | 101 | 0.7 | -1 | 0 | -2.8 | 4 | 1 | -1.7
COc1cccc(C(=O)NCCOc2cc(C)cc(C)c2)c1 | 8 | -1 | 101 | 0.0 | 1 | 6 | -0.9 | -4 | 4 | -0.3
COc1ccc(NS(=O)(=O)c2cccc(C(=O)NCC(c3ccco3)N3CCCCC3)c2)cc1 (stereo not drawn) | 4 | 2 | 99 | 0.2 | 2 | 4 | -0.8 | -9 | -3 | 0.0
COCc1c(C(=O)Nc2ccc(C)c(S(=O)(=O)N3CCOCC3)c2)oc2ccccc12 | -2 | -2 | 92 | -0.1 | 18 | 1 | 0.4 | -1 | -2 | 2.5
COC(=O)[C@]12CCCCC=C1N(Cc1ccc(Cl)cc1Cl)C(=O)[C@H](CC(=O)N1CCC(c3ccccc3)CC1)C2 | / | -2 | 95 | -0.2 | / | 13 | / | 7 | / | -1.3
COc1ccc(N2CCN(C3CCCN(C(=O)CSC)C3)CC2)cc1 (stereo not drawn) | 2 | 3 | 90 | -0.1 | -1 | 1 | 0.8 | -2 | 1 | -0.1
CCc1nnc2sc(-c3ccc(NC(=O)c4ccc5c(c4)OCCO5)cc3)nn12 | 7 | 6 | 99 | 0.8 | 24 | 3 | -0.3 | 0 | -4 | -1.0
CCOc1cc(C(=O)Nc2cc3c(cc2N2CCOCC2)n(C)c(=O)n3C)cc(OCC)c1OCC | 2 | -1 | 97 | 0.1 | 1 | 4 | -2.1 | 10 | -1 | -0.3
CCc1ccccc1NC(=O)CN1C(=O)c2ccccc2S1(=O)=O | 19 | 15 | 100 | 0.0 | -3 | 0 | -0.4 | 1 | 2 | -0.2
Oc1cccc2c(NC(=S)Nc3ccc(SC(F)F)cc3)cccc12 | 14 | 34 | 132 | -0.6 | -30 | -16 | 0.2 | -8 | -7 | -3.0
O=C(Nc1cccc(C(=O)N2CCCCC2)c1)C1CCC1 | 9 | 3 | 96 | -0.1 | -4 | 7 | 0.6 | 4 | 3 | -1.0
Cc1cc(C)c(S(=O)(=O)Nc2ccccc2C(=O)N2CCCC2)c(C)c1 | 4 | -3 | 100 | -0.3 | -1 | 2 | 3.2 | 4 | -1 | 0.5
CCOC(=O)C1CSC(CC(=O)Nc2ccc(OCC)cc2)C(=O)N1 (stereo not drawn) | 2 | -2 | 95 | 0.1 | -1 | 4 | -1.2 | 5 | 1 | -1.5
(next part)
SMILES | MC4R antag cAMP | Exocytosis inh | ABCB6 inh 2 | aDG glyco act | Cardio protect | ABHD5-PLIN5 inh | MC4R barr agon | HTR2A ag | Glyco luc inh | hiPSC survival
COc1cc(NC(=O)c2cccs2)c(OC)cc1NC(=O)Cc1ccccc1 | 9 | 11 | 95 | 0.0 | 4 | 6 | 1.4 | 0 | -3 | -0.7
CCN(CC)S(=O)(=O)c1cccc(C(=O)N/N=C/c2c(C)nn(-c3ccccc3)c2Cl)c1 | 4 | -3 | 94 | 0.1 | 6 | -6 | -1.5 | 0 | 1 | -0.1
CN(C)CCCNc1ncnc2c1cnn2Cc1ccccc1Cl | 2 | -16 | 95 | 0.1 | 2 | 2 | -1.8 | -5 | -4 | -0.2
CC1=CC(C)(C)[N+](C)(C)c2ccc(C)cc21 | 17 | 1 | 107 | 0.5 | -4 | 0 | -0.9 | 0 | 4 | -1.6
Cc1ccc(NC(=O)c2sc3ncnc(N4CCN(c5ccccn5)CC4)c3c2C)c(C)c1 | 0 | -1 | 101 | 0.2 | 10 | 5 | -3.7 | -3 | 5 | -0.1
CCCCn1c(N)c(N(CCC(C)C)C(=O)CC2CCCC2)c(=O)[nH]c1=O | 3 | 9 | 96 | 0.1 | -1 | -6 | -1.6 | 7 | -1 | -0.2
C=CCNC(=O)CC(=O)N/N=C/c1cccs1 | 4 | 0 | 97 | -0.4 | 8 | 2 | -1.5 | 4 | 2 | -1.6
